# Source: PubChem
# USP1-UAF1 inh – inhibitors of human USP1/UAF1 deubiquitinase. O94782. recombinant USP1/UAF1, Ub-Rhodamine cleavage fluorescence. Potency, µM (series often up to 57.1 µM), for inactives: at the highest dose activity change, negative = inhibition, hits mostly inhibitors. 0.23% of 390,000 active. AID 743255; further: potency means the concentration at half of the fitted maximal effect; on the % scale 0 is the no-effect control and ±100 the full control effect; nearly all actives have a fitted effect of over 60% in size; inactives centre near -12
#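 Step one: compound is pinned into 1nM USP1/UAF1 in HEPES pH 7.8 buffer with TCEP. Step two: 15 min room-temperature incubation. Step three: Ub-Rho (150nM final) starts cleavage, tracked by fluorescence over six one-minute reads.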
# TRHR ag – TRH receptor (human) agonism | P34981 | 0.18% of 360,000 active | TRHR cells, calcium flux fluo-8, FDSS agonist mode | activation, % at 2 µM; in the data active means activation above about 30%; further: 0% is about no effect
#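 Steps: seed TRHR cells overnight; add fluo-8 no-wash Ca dye, RT 30 min–1.5 h; record 10 s baseline; pin-transfer compounds; monitor fluorescence 1 cycle/s for the agonist window. Calcium increases flag candidate agonists.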
# TrxR1 substrate – rat thioredoxin reductase 1 substrate activity; purified TrxR1 substrate turnover, NADPH consumption readout; Potency, µM (series often up to 114 µM), for the others: at the top dose activity change, negative = substrate turnover; 0.01% of 390,000 active; AID 588456; further: potency means the concentration at half of the fitted maximal effect; on the % scale 0 is the no-effect control and ±100 the full control effect; nearly all actives have a fitted effect of over 50% in size
#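 Rat TrxR1, dispensed at 90 nM, was prereduced with 400 uM NADPH (final) for 5 min at ~22 deg C, then incubated with compound 15 min before 400 uM selenite. A first-read NADPH fluorescence drop versus no-compound background flagged substrates.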
# D2 antag – D2 dopamine receptor (human) antagonism | P14416 | HEK293 TREx D2 cells, calcium flux, dopamine EC80 | inhibition, % at 10 µM | 2% of 340,000 active; in the data active means inhibition above about 30%; further: 0% is about no effect
# Target sequence (P14416 whole entry, looked up): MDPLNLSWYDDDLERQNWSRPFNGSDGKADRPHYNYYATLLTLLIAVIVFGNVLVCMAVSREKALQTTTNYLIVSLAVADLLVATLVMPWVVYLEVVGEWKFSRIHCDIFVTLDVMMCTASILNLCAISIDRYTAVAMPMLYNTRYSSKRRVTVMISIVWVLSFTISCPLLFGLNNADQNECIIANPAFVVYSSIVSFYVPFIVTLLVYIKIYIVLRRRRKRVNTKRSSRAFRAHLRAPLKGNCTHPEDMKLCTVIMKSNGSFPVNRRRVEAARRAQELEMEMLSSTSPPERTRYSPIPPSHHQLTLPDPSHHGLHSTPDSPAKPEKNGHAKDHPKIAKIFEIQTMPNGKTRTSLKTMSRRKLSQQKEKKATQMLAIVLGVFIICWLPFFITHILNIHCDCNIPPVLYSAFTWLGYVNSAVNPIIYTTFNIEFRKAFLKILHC
#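 Overnight-induced (tetracycline, 30 C) HEK293 T-REx cells carrying force-coupled D2 receive a no-wash calcium dye, then compound, then EC80 dopamine at 180 s; signals are read kinetically throughout.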
# TRHR enhancer – allosteric enhancers of human TRH receptor; enhancement, % at 2 µM; AID 493056; P34981; TRHR cells, fluo-8 calcium fluorescence, EC20 TRH enhancement; 0.66% of 360,000 active; in the data active means enhancement above about 30%; further: 0% is about no effect
#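 TRHR-expressing cells loaded with fluo-8 calcium dye were read kinetically (ex 480/em 530) during compound addition, then stimulated with an EC20 of TRH (10 nM final). Enhancement of the Gq-mediated intracellular calcium response was scored.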
# D2 agonist – D2 dopamine receptor (human) agonism. P14416. HEK293 T-REx D2 cells, calcium flux agonist mode. activation, % at 2 µM. 0.53% of 340,000 active. AID 485358;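 active means activation over 3 SD above normal in the single-dose calcium agonist read, cut at about 30% in these data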; further: 0% is about no effect
#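 Tetracycline-induced HEK293 T-REx cells with force-coupled D2 receptor, plated overnight at 30 C, loaded with no-wash calcium dye. After a 10 s baseline, compound was pin-added and calcium flux read kinetically for 180 s; calcium rises flagged agonists.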
# TrxR1 inh – inhibitors of rat thioredoxin reductase 1; O89049; recombinant rTrxR1, NADPH fluorescence consumption, selenite substrate; Potency, µM (titrated, usually from 114 µM), for the others: at the highest dose activity change, negative = inhibition, most hits filed as inhibitors; 1% of 390,000 active; AID 588453; further: potency means the concentration at half of the fitted maximal effect; on the % scale 0 is the no-effect control and ±100 the full control effect; nearly all actives have a fitted effect of over 65% in size
#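 Rat TrxR1 (90 nM in the dispensed reagent) was pre-reduced with 400 uM NADPH for 5 min at room temperature, then incubated with compound for 15 min. After 400 uM selenite was added, NADPH fluorescence (Ex 340/Em 450 nm) was followed for 8 min.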
# PI4K2A block – blocks human PI4K2A kinase activity; 0.13% of 420,000 active; purified PI4K2A, ADP-Glo luminescence, 1 h; stronger effect = lower value; Q9BTU6; activity change, negative = inhibition, % at 76.9 µM; AID 1346378; in the data active means activity change below about -50%; inconclusive means mostly about -30% to -49%;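 further: -100% = wells without enzyme as full effect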
#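 PI4K2A activity was measured by ADP-Glo luminescence: enzyme (4 ug/mL stock) and phosphatidylinositol (1.2 mM stock) in Tris pH 7.5/MgCl2/EGTA/Triton X-100 buffer were reacted with ATP (300 microM stock) for one hour at ambient temperature.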
# IDH1 R132H inh – inhibitors of human mutant IDH1 R132H; IDH1-R132H enzyme, NADPH consumption, diaphorase/resazurin fluorescence; Potency, µM (highest dose often 76.6 µM), without a hit: at the highest dose activity change, negative = inhibition, actives largely listed as inhibitors; 0.093% of 390,000 active; AID 602179; further: potency means the concentration at half of the fitted maximal effect; on the % scale 0 is the no-effect control and ±100 the full control effect; nearly all actives have a fitted effect of over 65% in size
# Target sequence (O75874 whole entry R132H, stated change not applied): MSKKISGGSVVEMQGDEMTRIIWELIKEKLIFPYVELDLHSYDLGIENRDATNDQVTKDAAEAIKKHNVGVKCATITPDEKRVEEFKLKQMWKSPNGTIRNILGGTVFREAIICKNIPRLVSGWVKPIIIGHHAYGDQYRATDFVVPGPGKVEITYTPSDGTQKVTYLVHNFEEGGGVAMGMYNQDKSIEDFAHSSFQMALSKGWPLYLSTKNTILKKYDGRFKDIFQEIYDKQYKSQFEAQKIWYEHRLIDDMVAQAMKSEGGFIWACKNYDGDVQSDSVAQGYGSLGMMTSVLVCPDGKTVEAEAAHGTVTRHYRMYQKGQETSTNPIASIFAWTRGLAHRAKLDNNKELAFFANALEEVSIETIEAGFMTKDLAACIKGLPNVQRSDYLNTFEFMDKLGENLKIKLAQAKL
#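 IDH1-R132H (0.5 ug/mL dispensed) in pH 7.5 Tris buffer was preincubated 30 min with compound, then given a substrate mix of 0.016 mM NADPH and 2 mM alpha-KG for 80 min at room temperature; remaining NADPH was read by diaphorase/resazurin fluorescence.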
# Active calls of the source: *; ? = inconclusive; / = no result given; & = joins results of further samples; [ ] = remark or other dose. Unless noted, the call rests on the fitted dose curve; in most records, active means well fitted inhibition curve with a large enough effect; inconclusive means small, poorly fitted or top-dose-only effect; inactive means no such curve, though single readings can be large or run the other way. These rows are one share of the data, so the mix of outcomes need not match the whole.
canonical_smiles	USP1-UAF1 inh	TRHR ag	TrxR1 substrate	D2 antag	TRHR enhancer	D2 agonist	TrxR1 inh	PI4K2A block	IDH1 R132H inh
CCOc1ccc(N2C(=O)NC(=O)/C(=C/c3cnc(SC)nc3)C2=O)cc1	-18%	-0.1	-3%[57.1 µM]	12	-5	0.6	4µM*	-14	5%
CN1CCN(c2ccc3nccnc3c2)CC1	-15%	0.8	12%[57.1 µM]	2	5	-1.1	25%[57.1 µM]	10	1%
O=C(Cc1ccccc1)Oc1ccc(N2C(=O)CCC2=O)cc1	-14%	0.6	0%	3	12	0.5	9%	2	10%
CCC1(c2ccccc2)C(=O)NC(=O)NC1=O	-15%	/	0%	/	/	/	11%	-5	14%
O=C(CN1C(=O)C2(OCCO2)c2ccccc21)c1ccc(Cl)cc1	-8%	0.3	-5%	-3	-1	0.6	?	-6	7%
COC(=O)C1=C(c2ccc(F)cc2F)C[C@@H]2CC[C@H]1N2C(=O)NCc1ccco1	-13%	0.0	9%[57.1 µM]	13	-3	0.3	-13%[57.1 µM]	-1	3%
Fc1ccc(Cn2nnnc2C(c2ccc(Cl)cc2)N2CC=C(c3ccc(F)cc3)CC2)cc1 (stereo unspecified)	-5%	0.9	1%	-5	6	2.6	41%[activator]	-3	4%
Cc1ccccc1-n1c(O)c(C=Nc2ccc(N(C)C)cc2)c(=O)[nH]c1=O	-19%	2.0	-9%	-32	2	-0.2	-7%	-2	6%
CCN(C(=O)CN1CC=C(c2ccccc2)CC1)c1c(N)n(Cc2ccccc2)c(=O)[nH]c1=O	-1%	0.8	9%[57.1 µM]	-13	0	11	3%[57.1 µM]	-2	-2%
Cc1ccsc1C(=O)C1CCCN(Cc2cc(C(C)C)n[nH]2)C1 (stereo unspecified)	-13%	-1.6	9%[57.1 µM]	80*	1	-0.7	8%[57.1 µM]	-16	18%
CCC(COC(=O)NC)NC(=O)Oc1ccccc1 (stereo unspecified)	-5%	0.2	0%	-22	0	0.4	-1%	6	-1%
Cc1ccc(CC(=O)N2CCN(Cc3ccccc3)CC2)cc1	-25%	-0.1	5%	-14	1	0.2	-5%	-3	-8%
COc1ccc(C(=O)C2CN(C)CC2C(=O)c2ccc(OC)cc2)cc1 (stereo unspecified)	2%	-0.3	7%[57.1 µM]	5	1	-1.0	?	13	4%
Cn1c(NN=O)nc2ccccc21	-21%	-0.3	-16%	-16	-4	0.1	?	-2	0%
CCOC(=O)c1sc(/N=C/c2c(O)n(-c3cccc(C)c3)c(=O)[nH]c2=O)c(C#N)c1C	-23%	0.0	-17%	/	-2	/	?	-8	-3%
COc1cc2c(cc1OC)C13CCN4CC5=CCOC6CC(=O)N2C1C6C5C3C4 (stereo unspecified) (tested in a mixture with another compound)	-11%	/	-7%	/	/	/	2%	-7	-1%
C=C1[C@H]2CC[C@H]3[C@]4(C)C[C@H](O[C@@H]5OC(CO)[C@@H](OSOOO)[C@H](OS(=O)(=O)O)[C@H]5OC(=O)CC(C)C)C[C@@H](C(=O)O)[C@H]4CC[C@]3(C2)[C@H]1O (stereo partly specified)	?	/	1%	/	/	/	11%	-3	-10%
Cn1cc(C(=O)OCC(=O)NC2(C#N)CCCCC2)c2ccccc21	-9%	-0.1	-9%	-6	-21	-0.2	-5%	1	1%
CCCCNC(C)Cc1ccccc1 (stereo unspecified)	-20%	/	-6%	/	/	/	-2%	1	4%
CN(C)CC1CCCCC1OC(=O)c1ccc(Cl)c(Cl)c1 (stereo unspecified)	-12%	-0.7	1%	0	-1	-0.8	-1%	-2	9%

# Some of the entries so far, with two lines to a compound:
# Order of values: USP1-UAF1 inh | TRHR ag | TrxR1 substrate | D2 antag | TRHR enhancer | D2 agonist | TrxR1 inh | PI4K2A block | IDH1 R132H inh
> CCOc1ccc(N2C(=O)NC(=O)/C(=C/c3cnc(SC)nc3)C2=O)cc1
 : -18% | -0.1 | -3%[57.1 µM] | 12 | -5 | 0.6 | 4µM* | -14 | 5%
> CN1CCN(c2ccc3nccnc3c2)CC1
 : -15% | 0.8 | 12%[57.1 µM] | 2 | 5 | -1.1 | 25%[57.1 µM] | 10 | 1%
> O=C(Cc1ccccc1)Oc1ccc(N2C(=O)CCC2=O)cc1
 : -14% | 0.6 | 0% | 3 | 12 | 0.5 | 9% | 2 | 10%
> CCC1(c2ccccc2)C(=O)NC(=O)NC1=O
 : -15% | / | 0% | / | / | / | 11% | -5 | 14%
> O=C(CN1C(=O)C2(OCCO2)c2ccccc21)c1ccc(Cl)cc1
 : -8% | 0.3 | -5% | -3 | -1 | 0.6 | ? | -6 | 7%
> COC(=O)C1=C(c2ccc(F)cc2F)C[C@@H]2CC[C@H]1N2C(=O)NCc1ccco1
 : -13% | 0.0 | 9%[57.1 µM] | 13 | -3 | 0.3 | -13%[57.1 µM] | -1 | 3%
> Fc1ccc(Cn2nnnc2C(c2ccc(Cl)cc2)N2CC=C(c3ccc(F)cc3)CC2)cc1 (stereo unspecified)
 : -5% | 0.9 | 1% | -5 | 6 | 2.6 | 41%[activator] | -3 | 4%

# The list goes on.
canonical_smiles	USP1-UAF1 inh	TRHR ag	TrxR1 substrate	D2 antag	TRHR enhancer	D2 agonist	TrxR1 inh	PI4K2A block	IDH1 R132H inh
COC(=O)C1=C(c2ccc(-c3ccccc3)c(F)c2)C[C@@H]2CC[C@H]1N2C(=O)NCCOc1ccccc1Cl	-28%	0.6	4%	-8	0	0.2	34%	0	4%
COc1cc(/C=N/NC(=O)Cn2c([N+](=O)[O-])cnc2C)ccc1OC(=O)N(C)C	-8%	0.4	1%	0	-4	0.2	9%	1	1%
O=c1c2ccccc2nc(C[n+]2ccccc2)n1-c1cccc(C(F)(F)F)c1	-16%	0.2	5%[57.1 µM]	7	1	-0.3	22%[57.1 µM]	-3	-3%
C[C@]12CCC3C(CCC4=C/C(=N/OCC(=O)NC(CCC(=O)O)C(=O)O)CC[C@@]43C)C1CCC2O (stereo partly specified)	-11%	0.7	-2%	-23	5	0.1	11%	6	-8%
COc1ccc(NC(c2ccccc2F)P(=O)(Oc2ccccc2)Oc2ccccc2)cc1 (stereo unspecified)	-26%	0.7	-2%	-13	-1	-0.7	20%	-5	-7%
CC(=O)OC1C(=O)OCC23CCC4(C)OC4C2OC2CC(OC(=O)C=CC=CC(=O)OCCC1C)C3(C)C21CO1 (stereo unspecified)	-22%	/	-6%[57.1 µM]	/	/	/	7%[11.4 µM]	-4	7%
CCC1CN1P(=O)(c1ccccc1)N1CC1CC (stereo unspecified)	-12%	/	10%[57.1 µM]	/	/	/	20%[57.1 µM]	5	-2%
Cc1[nH]c2ccccc2c1CCNCc1ccco1	-27%	1.3	2%	2	2	0.4	12%	-4	-3%
COC(=O)C1=C(c2cc3ccccc3s2)C[C@@H]2CC[C@H]1N2C(=O)NC1CC1	4%	/	10%[57.1 µM]	/	/	/	22%[57.1 µM]	0	0%
CCCCn1c(O)c(C(C)=NCc2ccc(F)cc2)c(=O)[nH]c1=O	-25%	0.2	-6%	-12	0	-1.3	-11%	-2	8%
CCN1CCN(Cc2cc(OC)c3c(c2)OCO3)CC1	-21%	-0.7	4%	-21	10	-1.8	10%	-4	1%
C#CCN[C@H](C)Cc1ccccc1	?	0.3	3%[57.1 µM]	11	-4	0.7	-4%[57.1 µM]	5&-1	8%
C/C(=N\NC(=O)c1ccccc1O)c1c(O)n(C2CCCCC2)c(=O)[nH]c1=O	?	-0.4	-2%	20	-1	0.0	18%	-1	6%
CNC(=O)Oc1cc2c(cc1C(C)(C)C)CCC2	-21%	/	3%	/	/	/	?	-4	-9%
Cc1cc(OCC(=O)N2CCN(CCc3ccncc3)CC2)ccc1Cl	-3%	-0.2	-2%	/	-3	1.3	?	1	6%
COc1ccccc1NC(=O)CCn1cnc2onc(-c3ccc(F)cc3)c2c1=O	?	0.3	7%[57.1 µM]	/	-5	-0.9	23%[57.1 µM]	2	12%
CC1OC(OC2C=C3CCC4C(CCC5(C)C(c6ccc(=O)oc6)CCC45O)C3(C)CC2)C(O)C(OC2OC(CO)C(O)C(O)C2O)C1O (stereo unspecified)	-18%	/	-8%[11.4 µM]	/	/	/	-6%[11.4 µM]	1	3%
C=C(C=O)C[C@@H]1C[C@H](O)C2OC3C[C@]4(C)OC5/C=C\CC6OC7C(CC=CCC6OC5CCCC4OC3CC2O1)OC1CC2OC3CC(=O)OC3C[C@@H](C)C[C@@]2(C)OC1C[C@@H]7C (stereo partly specified)	-14%	0.2	-20%	-13	-2	-0.1	?	3	5%[38.3 µM]
CC1(C)CC(=O)C(C=NCCN2CCN(C(=O)Cc3ccc(F)cc3)CC2)=C(O)C1	-7%	0.4	-2%	-18	3	0.8	?	-1	5%
CCCCCn1c(=O)c(C(=O)Nc2ccncc2)c(O)c2ccccc21	/	1.0	/	-4	8	-1.9	/	/	/

# The results go on:
canonical_smiles	USP1-UAF1 inh	TRHR ag	TrxR1 substrate	D2 antag	TRHR enhancer	D2 agonist	TrxR1 inh	PI4K2A block	IDH1 R132H inh
COC(=O)C1=C(c2ccc(OC(F)(F)F)cc2)C[C@@H]2CC[C@H]1N2C(=O)NCCNC(C)=O	-11%	-0.3	1%	-2	2	-0.7	12%	20	-9%
COc1ccc(NC(=O)N2C[C@@H]3C[C@@H](C2)c2cccc(=O)n2C3)cc1	3%	-0.8	-7%	-20	3	-1.2	-8%	-5	-12%
COC(=O)C1=C(c2c(C)noc2C)C[C@@H]2CC[C@H]1N2C(=O)NC1CC1	-23%	-0.2	5%[57.1 µM]	-3	-4	-0.8	13%[57.1 µM]	-2	-12%
CC(=O)N(C)C1=Nc2ccc(Cl)cc2C(c2ccccc2)=[N+]([O-])C1	?	/	-3%	/	/	/	12%	0	-3%
Cc1cc(OCC(=O)N[C@H](C(=O)O)c2ccccc2)c2c3c(c(=O)oc2c1)CCC3	?	0.0	204%[activator]	15	2	1.8	15%	-1	-15%
